Growth percent in the NCI-60 one-dose screen (48 h, 10 µM unless noted): 100 = growth as untreated, 0 = no growth, -100 = all killed.
OVCAR-3 – OVCAR-3 ovarian cancer; actives 7% (n = 79,000); AID 1794787
OVCAR-4 – OVCAR-4 ovarian cancer cells. actives 3.7% (n = 80,000)
OVCAR-8 – OVCAR-8 ovarian cancer. AID 1794782. actives 4.4% (n = 81,000)
NCI/ADR-RES – NCI/ADR-RES ovarian cells; actives 4.4% (n = 81,000); AID 1794790
NCI-H23 – NCI-H23 lung cancer. actives 4% (n = 80,000)
NCI-H522 – NCI-H522 lung cancer | actives 8% (n = 78,000)
OVCAR-5 – OVCAR-5 ovarian cancer; actives 2.9% (n = 82,000)
IGROV1 – IGROV1 ovarian cancer; actives 4.7% (n = 79,000)
SK-OV-3 – SK-OV-3 ovarian cancer cells. actives 3.2% (n = 80,000)
Numbers without * were called inactive; . = no result given; & = joins results of further samples. Rule for the calls: active = growth percent below 10; inactive = the rest.

Structure,OVCAR-3,OVCAR-4,OVCAR-8,NCI/ADR-RES,NCI-H23,NCI-H522,OVCAR-5,IGROV1,SK-OV-3
OC(CC1CCCCN1)c1cc(C(F)(F)F)nc2c(C(F)(F)F)cccc12 (centres undefined),80,89,89,88,94,88,83,60,95
CCOC(=O)c1nc2c3ccccc3ccn2c1C(=O)c1ccc([N+](=O)[O-])cc1,104,93,87,96,84,65,117,107,90
COc1cc(-c2nc(-c3nnc(-c4ccc(Br)cc4)o3)c3ccccn23)cc(OC)c1OC,101,63,59,72,87,52,105,100,57
CS(=O)(=O)c1ccc(-n2nc(-c3ccc(Oc4ccccc4)cc3)c3ccccc3c2=O)cc1,104,94,92,.,88,91,89,105,89
O=C(CCCCC(=O)Sc1ccccc1)Sc1ccccc1,95&120,111&100,97&109,111&104,102&105,91&95,113&128,103&102,115&113
CC[C@H](C)[C@@H](C(=O)O)n1cc(CNC(=O)[C@H](CC(C)C)NC(=O)OCc2ccccc2)nn1,112,110,106,105,108,103,.,106,108
COc1ccc(-c2nocc2-c2cnn(C)c2)cc1,106,91,103,109,101,89,99,104,85
CC(C)(C)c1ccc(OCCOC=O)cc1,116,120,97,104,105,90,114,98,98
COc1ccc(/C=C(\C#N)c2nc(N)nc(Nc3ccc(S(N)(=O)=O)cc3)n2)cc1,98,106,101,105,99,91,104,93,112
CNC(=O)c1cn(C2CC2)c2cc(N3CCN(C(=O)c4cc(OC)c(OC)c(OC)c4)CC3)c(F)cc2c1=O,106,99,100,97,94,90,96,102,103
Cc1ccc(Nc2nc(N)nc(CSc3nnc(-c4ccc(C)cc4)n3-c3ccccc3)n2)cc1,99,56,67,77,84,77,80,79,73
CC(=O)c1ccc(Nc2ccnc(SCC(=O)c3ccc(-c4ccccc4)cc3)n2)cc1,102,95,95,96,90,78,96,85,89
CC(C)(C)c1ccc(O)c(C(C)(C)C)c1,84,107,94,107,107,100,102,112,108
CC(C)(C)c1ccc(S(=O)(=O)Oc2ccc(-c3sc4cc(OS(=O)(=O)c5ccc(C(C)(C)C)cc5)ccc4c3C(=O)c3ccc(OCCN4CCCCC4)cc3)cc2)cc1,102,97,115,98,93,72,99,101,89
N#Cc1c(-c2ccccc2)nc(SCC(=O)N2CCOCC2)[nH]c1=O,110,104,99,103,104,84,103,112,91
C(=N\Nc1nc(N/N=C/c2ccc3c(c2)OCO3)nc(N2CCCCC2)n1)/c1ccc2c(c1)OCO2,105,110,90,85,101,92,118,77,140
CN1C(=O)S/C(=C2/SC(=S)N(C)C2=O)C1=O,102,88,106,96,94,90,95,98,113
CC(=O)/C=N/Nc1ccccc1,119,112,99,110,100,107,101,115,106
Cc1c(N=Nc2ccc(N(C)C)cc2)cc[n+]([O-])c1C,108,97,108,116,108,85,112,111,104
COc1ccc(-c2ccc(C)n2-c2ccc(-c3nc4ccccc4s3)cc2)cc1,107,93,96,90,81,89,101,93,80
C#CCSc1n[nH]c(=O)n1C1CCCCC1,112,112,99,104,101,71,114,103,110
O=C(CSc1nnc(-c2ccc(Cl)cc2)o1)Nc1nc(-c2ccccc2)cs1,102,97,93,97,95,87,95,86,76
CCOC(=O)c1c(Nc2ccc(S(=O)(=O)Nc3ncccn3)cc2)nnc(-c2ccccc2)c1-c1ccccc1,106,.,108,.,.,124,109,.,96
O=Nc1c(-c2ccccc2)[nH]oc1=O,113,101,107,104,108,78,107,109,99
CCOc1c(B(O)O)cccc1-c1nc2ccc3[nH]ncc3c2c2c1CCCC2,113,93,65,63,60,55,75,78,72
Cc1ccc(-c2cnc3sc4ccc(Cl)cc4n23)cc1,101,87,103,95,90,78,106,81,76
CC[C@H](c1cc(C)c(O)c(C)c1)[C@@H](CC)c1ccc(O)cc1,98,.,102,97,99,89,120,.,104
O=C(CSc1nc2sc3c(c2c(=O)n1-c1ccc(Cl)cc1)CCCC3)NNC(=O)Nc1cccc(C(F)(F)F)c1,5.2*,23,22,32,.,23,53,24,62
CCCCCCOC(=O)c1ccc([N+](=O)[O-])cc1,105,.,104,110,108,99,109,89,107
Cc1c(N)cc(S(=O)(=O)O)cc1NC(=O)c1cccc([N+](=O)[O-])c1,113,114,88,104,102,112,116,103,108
COc1ccc(-c2nc3ccc(-c4nc5ccc(N6CCN(c7ccncc7)CC6)cc5[nH]4)cc3[nH]2)cc1OC,4.6*,27,35,97,37,-58*,87,65,74
Fc1cccc(CNc2c3ccccc3nc3ccccc23)c1,67,30,36,30,34,38,44,26,51
COC1CC(N)C2OC(c3ccccc3)OCC2O1 (centres undefined),111,98,98,.,103,99,94,110,115
COC(=O)c1cc(-c2ccccc2)[nH]c(=O)c1C#N,117,103,92,103,102,91,113,109,112
O=C1OC(=O)C2=C1CCCC2,116,92,110,90,90,111,81,108,114
O=C(CCCl)OCCOc1ccccc1,104,102,102,106,96,98,109,104,100
O=C(Nc1nc(-c2ccc(Cl)cc2)cs1)c1ccc(O)c(O)c1,50,40,47,46,63,12,92,11,50
COc1cc(/C=C/C(=O)C(C)(C)C)cc(OC)c1OC,101,92,106,98,87,74,121,94,110
CC(=O)Oc1ccc(Cl)cc1Cc1cc(Cl)cc(Cc2cc(Cl)ccc2OC(C)=O)c1OC(C)=O,97,87,96,97,95,68,105,85,94
CS(=O)(=O)OCCN(CCOS(C)(=O)=O)c1cccc(Cl)c1,117,94,108,101,91,81,88,98,104
O=[N+]([O-])c1c(O)c(CNCCCO)cc(CNCCCO)c1O,152,105,106,104,106,121,108,3.0*,106
COC(=O)C1=C(C)NC(C)=C(C(=O)OCC(C)C)C1c1cccc(C#N)c1 (centres undefined),108,92,94,96,96,85,108,87,105
c1ccc(-c2cccc3ccccc23)cc1,100,104,98,105,104,110,107,117,100
COc1cc(C2CC(c3ccccc3)=NN2)cc(OC)c1OC (centres undefined),97,93,93,89,87,69,108,74,93
N#C/C(=C(\CCCO)NCCCC(=O)O)c1nc2ccccc2[nH]1,130,106,105,104,103,98,102,45,103
COc1cc2c(O)cc(C(=O)O)c(-c3cc(OC)c(OC)c(OC)c3)c2cc1OC,115,112,103,105,108,107,114,116,119
Oc1ccccc1CN1CCC2(CCCN(Cc3ccccc3F)C2)C1 (centres undefined),98,94,98,87,93,88,97,82,97
NCc1ccc([N+](=O)[O-])cc1,104,85,97,112,.,93,100,118,105
Fc1ccc(/C=C/c2cc(/C=C/c3ccc(F)cc3)n(-c3cc(F)cc(F)c3)n2)cc1,108,107,112,101,98,62,95,90,97
COC1OC(CI)C(OC(C)=O)C(OC(C)=O)C1OC(C)=O (centres undefined),110,98,101,100,99,86,96,102,94

(list continues)
Structure,OVCAR-3,OVCAR-4,OVCAR-8,NCI/ADR-RES,NCI-H23,NCI-H522,OVCAR-5,IGROV1,SK-OV-3
CCOC(=O)c1sc(/N=C2\NC(=O)/C(=C3/C(=O)N(C)c4ccc(Cl)cc43)S2)nc1C,100,81,107,106,93,104,96,94,104
Cc1ccc(S(=O)(=O)Nc2ccccc2C(N)=O)cc1,118,112,112,111,109,101,99,113,109
Nc1nnc(-c2cccc(Cl)c2Cl)c(N)n1,112,107,100,102,104,91,107,106,101
CN1CCN(C(=O)[C@]23CCC(C)(C)C[C@H]2C2=CC[C@@H]4[C@@]5(C)CCC(=O)C(C)(C)[C@@H]5CC[C@@]4(C)[C@]2(C)CC3)CC1,88,83,90,83,89,91,84,88,105
O=C(O)CC1CCc2ccccc21 (centres undefined),123,112,106,112,107,106,110,107,110
N/C(=N\N=C\c1ccc([N+](=O)[O-])cc1)c1c(N)nc(=S)[nH]c1-c1ccc(Cl)cc1Cl,110,111,98,105,90,79,111,95,89
CC1=C2C(c3ccccc3)=NCCC2NC(=O)N1 (centres undefined),101,100,104,102,100,89,90,108,.
CCn1c2c(c3ccccc31)CC1CN(c3ccc(C)cc3)C(=O)C1C2C(=O)O (centres undefined),102,99,105,103,93,94,103,98,119
O=C1CCC23OC4ON=C(Br)C4C2C(O)c2ccccc2N13 (centres undefined),98,91,99,100,99,92,96,95,90
C[C@]12CCC(=O)C=C1[C@@H](F)C[C@@H]1[C@@H]2[C@@H](O)C[C@@]2(C)[C@H]1CC[C@]2(O)C(=O)CO,107,96,94,89,109,98,74,.,76
COc1cccc(/C=N/NC(N)=O)c1OC,108,111,109,101,96,86,124,104,107
O=c1oc2ccc(Br)cc2cc1-c1csc(N/N=C/c2cc3ccccc3nc2Cl)n1,110,.,96,109,101,92,97,91,.
Oc1cncc(-c2ccc3ncnc(N4CCc5cc(F)c(Cl)cc54)c3c2)c1,58,41,37,62,48,68,60,5.6*,54
CCC(=C(c1ccc(OCCCN(C)C)cc1)c1ccc(OCCCN(C)C)cc1)c1ccc(Cl)cc1,-85*,-86*,-76*,-85*,-80*,-66*,-89*,-85*,-88*
COc1ccc(C2=NN(c3ccc(S(N)(=O)=O)cc3)C(c3cn(-c4ccccc4)nc3-c3ccc(C)cc3)C2)cc1 (centres undefined),100,100,101,103,105,86,110,106,100
CS(=O)(=O)OCC1NC(=O)C(COS(C)(=O)=O)NC1=O (centres undefined),95&122,87&80,107&87,98&103,88&84,51&51,124&106,58&63,120&107
CN(CC(=O)c1ccc(I)cc1)Cc1ccccc1,106,102,99,104,88,104,111,111,116
CCc1ccc(-c2ccc(Nc3ccccc3)nn2)cc1S(N)(=O)=O,64,87,.,86,86,72,93,106,97
CC[C@H](C)C(=O)O[C@H]1C[C@@H](C)C=C2C=C[C@H](C)[C@H](CC[C@@H]3C[C@@H](O)CC(=O)O3)[C@H]21,102,111,62,32,68,27,87,56,84
COc1cccc(NC(=O)c2cccc(C3CC(=O)c4c(cc(OC)c(OC)c4OC)O3)c2)c1 (centres undefined),99,97,76,87,97,60,98,94,106
CC(NCCNC(C)c1ccccc1)c1ccccc1 (centres undefined),95,95,73,97,104,74,106,52,108
O=Cc1cc(Cl)ccc1O,109,106,117,117,112,118,116,119,111
O=C(/C=C(\Cl)C(=O)NO)NO,118,103,99,104,96,97,104,.,107
CC(=O)Nc1cccc(C2=CC(c3ccc(C)cc3)n3ncnc3N2)c1 (centres undefined),101,103,101,98,97,95,95,114,133
Oc1c(Cl)cc(Cl)c(Cl)c1Cc1c(O)c(Cl)cc(Cl)c1Cl,11,29,7.4*,3.8*,-0.7*,-3.3*,39,25,19

Ordered by length of the SMILES (rising): some entries from above
Structure,OVCAR-3,OVCAR-4,OVCAR-8,NCI/ADR-RES,NCI-H23,NCI-H522,OVCAR-5,IGROV1,SK-OV-3
CC1=C2C(c3ccccc3)=NCCC2NC(=O)N1 (centres undefined),101,100,104,102,100,89,90,108,.
CCn1c2c(c3ccccc31)CC1CN(c3ccc(C)cc3)C(=O)C1C2C(=O)O (centres undefined),102,99,105,103,93,94,103,98,119
COc1ccc(C2=NN(c3ccc(S(N)(=O)=O)cc3)C(c3cn(-c4ccccc4)nc3-c3ccc(C)cc3)C2)cc1 (centres undefined),100,100,101,103,105,86,110,106,100

Compound profiles, as listed above:
Oc1cncc(-c2ccc3ncnc(N4CCc5cc(F)c(Cl)cc54)c3c2)c1 is entered as OVCAR-3 = 58; OVCAR-4 = 41; OVCAR-8 = 37; NCI/ADR-RES = 62; NCI-H23 = 48; NCI-H522 = 68; OVCAR-5 = 60; IGROV1 = 5.6*; SK-OV-3 = 54
CC1=C2C(c3ccccc3)=NCCC2NC(=O)N1 (centres undefined) is entered as OVCAR-3 = 101; OVCAR-4 = 100; OVCAR-8 = 104; NCI/ADR-RES = 102; NCI-H23 = 100; NCI-H522 = 89; OVCAR-5 = 90; IGROV1 = 108; SK-OV-3 = .
CN1CCN(C(=O)[C@]23CCC(C)(C)C[C@H]2C2=CC[C@@H]4[C@@]5(C)CCC(=O)C(C)(C)[C@@H]5CC[C@@]4(C)[C@]2(C)CC3)CC1 is entered as OVCAR-3 = 88; OVCAR-4 = 83; OVCAR-8 = 90; NCI/ADR-RES = 83; NCI-H23 = 89; NCI-H522 = 91; OVCAR-5 = 84; IGROV1 = 88; SK-OV-3 = 105

The list continues.
Structure,OVCAR-3,OVCAR-4,OVCAR-8,NCI/ADR-RES,NCI-H23,NCI-H522,OVCAR-5,IGROV1,SK-OV-3
O=C(NCCCNc1cc(-c2cn(-c3ccccc3)nc2-c2cccc(O)c2)ccn1)Nc1cc(C(F)(F)F)cc(C(F)(F)F)c1,86,67,76,70,83,90,89,64,89
O=C(Nc1ccc(N2CCCCC2)c(Cl)c1)c1ccc(Br)o1,44,73,59,68,81,87,114,75,107
COc1ccc(C2CC(=O)Nc3ncn(-c4ccc(F)cc4)c32)cc1O (centres undefined),110,121,97,106,97,70,99,108,96
NS(=O)(=O)c1ccc(Cl)cc1[N+](=O)[O-],.,98,105,105,113,86,126,121,122
COc1ccc(Cn2cc3c(c2-c2ccc(OC)cc2)CCc2cnoc2-3)cc1,-18*,36,24,-3.6*,7.0*,11,52,-2.8*,3.5*
CC1=C(C(=O)c2ccccc2)C(c2ccc(-n3cncn3)cc2)n2c(nc3ccccc32)N1 (centres undefined),107,72,91,86,88,83,97,83,79
Cc1ccc(S(=O)(=O)Nc2ccc(-c3ccc4c(c3)NC(=O)/C4=C\c3ccc[nH]3)cc2)cc1,125,83,87,89,34,87,91,93,108
O=C1CC(n2[nH]c(=O)ccc2=O)C2CO[C@@H]1O2 (some centres undefined),110,100,95,104,94,66,93,106,100
COC(=O)c1cc(=O)nc(N/N=C/c2ccco2)s1,106,97,107,104,106,103,108,93,117
COc1ccc(-c2nc(SCC(=O)c3ccc(F)cc3)[nH]c(=O)c2C#N)cc1,97,105,93,99,100,87,83,94,81
CCC(C(O)c1ccc(Cl)cc1)[N+](=O)[O-] (centres undefined),98,116,107,115,98,.,101,100,96
CN(CCO)c1ccccc1,107,100,102,106,100,96,104,109,109
